E-selectin induc – E-selectin induction on HUVECs | P16581 | HUVEC E-selectin immunofluorescence imaging; normalized: neutral wells 0, TNF-alpha wells 100 | activation, % at 7.58 µM | 0.37% of 260,000 active;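 active = mean E-selectin-positive cell signal at least 10% of the positive control, reached in at least 60% of replicates, without over 20% cell loss; inconclusive = no rule given, readout overlaps actives, possibly toxicity-flagged; inactive = the rest, including those meeting only one limit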;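 also: in these data hits start at about 27%; measured in HUVEC primary endothelial cells; signal is the percent of cells scored E-selectin positive by PE staining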
Target sequence (P16581 whole entry, looked up): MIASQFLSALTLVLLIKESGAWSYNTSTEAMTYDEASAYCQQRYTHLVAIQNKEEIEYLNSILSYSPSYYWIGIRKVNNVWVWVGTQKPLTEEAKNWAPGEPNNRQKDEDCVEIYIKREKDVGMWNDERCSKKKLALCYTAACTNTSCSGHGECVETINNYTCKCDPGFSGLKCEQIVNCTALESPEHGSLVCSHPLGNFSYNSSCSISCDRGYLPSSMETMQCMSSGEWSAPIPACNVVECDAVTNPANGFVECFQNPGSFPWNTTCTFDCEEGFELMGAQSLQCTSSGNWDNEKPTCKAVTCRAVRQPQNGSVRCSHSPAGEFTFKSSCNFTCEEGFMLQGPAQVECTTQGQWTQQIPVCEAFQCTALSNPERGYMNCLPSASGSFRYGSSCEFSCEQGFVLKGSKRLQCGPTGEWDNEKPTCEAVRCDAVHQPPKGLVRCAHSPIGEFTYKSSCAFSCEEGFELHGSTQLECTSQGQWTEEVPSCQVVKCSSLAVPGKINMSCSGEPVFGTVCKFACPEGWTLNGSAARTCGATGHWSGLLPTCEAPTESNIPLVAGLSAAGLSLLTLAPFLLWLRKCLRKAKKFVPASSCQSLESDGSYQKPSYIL
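material = human umbilical vein endothelial cells (HUVEC), E-selectin induction | quantity = 3,000 cells/well | medium = EGM-2 growth medium on 0.1% gelatin-coated wells | technique = immunofluorescence imaging | read-out basis = % PE-positive cells | control set = TNF-alpha positive control, DMSO neutral control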
S100A4 inh HTS – blocks human S100A4 binding to myosin IIA peptide. S100A4/TAMRA-MyoIIA peptide fluorescence polarization. inhibition, % at 10.7 µM. 0.14% of 360,000 active;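 active = mean inhibition of at least 70% across replicates, with every replicate also reaching that level; inconclusive = mean inhibition reaches 70% but some replicates fall short; inactive = mean inhibition below 70%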
Target sequence (P26447 whole entry, looked up): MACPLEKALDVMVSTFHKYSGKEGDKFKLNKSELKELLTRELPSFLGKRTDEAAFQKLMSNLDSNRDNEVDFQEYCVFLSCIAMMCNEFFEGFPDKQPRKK
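Test system – S100A4 monomer (human) · Compound – single-point compound testing · Schedule – 5 min incubation before reading · Probe or stimulus – TAMRA-labelled myosin IIA heavy-chain peptide probe, 5 nM · Benchmarks – neutral control DMSO, positive control TFP · Medium – Calcium-containing HEPES buffer, pH 7.2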
SIRT5 block – blocks human SIRT5 desuccinylation of peptide; 1.1% of 330,000 active; inhibition, % at 15 µM; Q9NXA8; Purified SirT5, succinyl-peptide AMC, trypsin-coupled fluorescence; in the data active = inhibition above about 15%; inconclusive = no clear call, values can overlap the other calls
Target sequence (Q9NXA8 whole entry, looked up): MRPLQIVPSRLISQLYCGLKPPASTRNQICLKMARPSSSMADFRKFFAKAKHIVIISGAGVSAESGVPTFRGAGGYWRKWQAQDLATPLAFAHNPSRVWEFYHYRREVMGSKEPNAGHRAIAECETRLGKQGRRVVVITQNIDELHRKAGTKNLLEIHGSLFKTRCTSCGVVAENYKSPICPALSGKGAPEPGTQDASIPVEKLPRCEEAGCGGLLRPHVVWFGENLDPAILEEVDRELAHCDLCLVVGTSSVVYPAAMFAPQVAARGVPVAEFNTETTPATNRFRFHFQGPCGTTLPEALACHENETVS
PglD DTNB – blocks C. jejuni PglD acetyltransferase activity; purified PglD enzyme, DTNB colorimetric CoA detection; 0.098% of 360,000 active; inhibition, % at 12.5 µM; in the data active = inhibition above about 16%, passing the limit was not always enough; inconclusive = no clear call, values can overlap the other calls; also: strong numbers were not always called active
Statin myotox sup – protects C2C12 myotubes from simvastatin toxicity; 0.78% of 330,000 active; rescue of ATP level, % at 7.49 µM; ATP luminescence, 48 h; scaled: DMSO 0, geranylgeraniol control 100; AID 602340;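 active = mean ATP rescue above about 67%, or every replicate alone reaching that limit, limit read from the data, passing the limit was not always enough; inconclusive = no clear call, values can overlap the other calls; inactive = mean under the limit and some replicate under it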;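 also: myotubes were challenged with 10 µM simvastatin during compound exposure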
ERp5 inh – ERp5 (human) disulfide isomerase inhibition | ERp5 insulin aggregation, absorbance 650 nm, 90 min | inhibition, % at 9.99 µM | 0.05% of 350,000 active | AID 651711;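 active = mean replicate inhibition above about 25%, with every replicate also reaching it, limit read from the data, passing the limit was not always enough; inconclusive = only one of those two criteria met; inactive = neither criterion met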
DENV2 CPE – DENV2-induced cell death inhibition; DENV2-infected cells, cytopathic effect rescue, plate reader; CPE inhibition, % at 9.99 µM; 1.7% of 350,000 active; AID 651640; in the data active = CPE inhibition above about 20%, passing the limit was not always enough; inconclusive = no clear call, values can overlap the other calls; tested in BHK-21 cells;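 also: 0% = median of neutral control wells and 100% = median of positive control wells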
Starred values were filed as active, the others as inactive; ? = inconclusive; · = not tested or not shown; + = active, no number; & = joins results of further samples. Not all compounds are listed; rates above refer to the full screens.

SMILES	E-selectin induc	S100A4 inh HTS	SIRT5 block	PglD DTNB	Statin myotox sup	ERp5 inh	DENV2 CPE
Cc1noc(C)c1NC(=O)Nc1ccc2c(c1)C(=O)N([C@@H](C)CO)C[C@H](C)[C@@H](CN(C)S(=O)(=O)c1cn(C)cn1)OCCCC[C@@H](C)O2	-0.1	12	1	1	·	-1	1
O=C(COc1ccc(F)cc1Cl)N(Cc1nnc(-c2ccccc2Cl)o1)C1CC1	0.0	-17	-1	-5	·	3	-4
C[C@H](CO)N1C[C@H](C)[C@H](CN(C)Cc2ccc3c(c2)OCO3)Oc2c(cccc2N(C)C)C1=O	0.3	-52	·	-2	-19	4	-4
Cc1cc(N2CCCC2)c(F)cc1/C=C\[N+](=O)[O-]	-3.6	-3	·	·	·	3	-2
COc1ccc(NC(=O)Nc2ccc3c(c2)C(=O)N([C@H](C)CO)C[C@@H](C)[C@@H](CN(C)C(=O)Nc2c(C)noc2C)O3)cc1	0.1	-4	0	0	-10	1	16
COCOCCn1cc(CN2CCS(=O)(=O)N(Cc3ccc(-c4ccc(C)cc4)cc3)C(C)C2=O)nn1 (configuration not stated)	0.2	0	-2	-3	-1	8	-15
CCCCNC(=O)C1(C)CCCCN1C(=O)c1ccc(OC)c(C(F)(F)F)c1 (configuration not stated)	-0.2	-9	2	2	2	2	1
O=c1[nH]c(CN2CCN(S(=O)(=O)c3ccc4ccccc4c3)CC2)nc2ccccc12	0.4	8	2	·	·	2	5
O=[N+]([O-])c1cccc(COc2cccc(CN3CCCC3)c2)c1	0.1	-1	0	3	-10	1	-4
Cc1ccc(-n2nc3c(=O)n(C(C)C(=O)NC4CC4)nc(C)c3c2C)cc1 (configuration not stated)	·	-2	-2	-2	0	-3	-1
COc1cc(C(=O)NC(=S)Nc2nccs2)cc(OC)c1OC	·	5	3	·	·	7	·
Cc1sc2nc(CSC(C)C(=O)Nc3ccc(C(N)=O)cc3)[nH]c(=O)c2c1C (configuration not stated)	·	-4	0	2	5	-8	9
CN(C)C(=O)N1CCC(C(=O)N2CCCC(C(=O)c3ccc(C(C)(C)C)cc3)C2)CC1 (configuration not stated)	·	-3	1	·	·	3	-7
CCN1C(=O)N(S(=O)(=O)C(F)(F)F)[C@@H](c2ccccc2)C(C(=O)OC)=C1C	-0.1	-6	-3	-2	-9	-2	-10
C[C@H](CO)N1C[C@H](C)[C@@H](CN(C)C(=O)C2CCC2)Oc2cc(C#CC3CC3)ccc2S1(=O)=O	0.2	10	2	0	4	0	-10
CO[C@H]1CN(C)C(=O)c2cc(NC(=O)CC(F)(F)F)ccc2OC[C@@H](C)N(C(=O)C2CC2)C[C@@H]1C	0.0	-28	-2	·	·	1	11
CCc1ccc(CN(C)C(=O)CCc2nnc(Cc3cccc(C)c3)o2)nc1	·	3	-2	·	·	2	2
CCN(c1ccccc1)S(=O)(=O)c1ccc(NN)nc1	-1.3	-3	-2	0	-16	·	-2
C[C@H](CO)N1C[C@H](C)[C@@H](CN(C)C(=O)C2CC2)Oc2cc(C#CC3CCCC3)ccc2S1(=O)=O	1.9	3	8	6	-46	6	-5
CCCc1c(-c2ccc(F)cc2)ncn1Cc1ccccc1OC	0.0	-6	·	·	·	-2	9
CC(=O)c1cccc(N(CC(=O)NCCc2ccccc2)C(=O)c2csnn2)c1	·	-1	-3	-2	-1	0	-4
CCOc1ccccc1NC(=S)N1CCN(c2ccc(OC)cc2)CC1	·	5	-6	7	7	2	-2
CCOc1ccc2[nH]c(=S)sc2c1	-0.1	-1	·	-6	-5	1	-9
COc1cccc(NC(=S)N2CCC(NC(=O)c3ccco3)CC2)c1	0.0	-1	0	-1	4	1	-4
CC(Cc1cccs1)NC(=S)Nc1ccccc1 (configuration not stated)	·	3	-2	-1	3	-5	·
CCCNC(=O)c1ccc(Cl)cc1Cl	·	-13	-3	2	1	-7	2
Cc1ccc(S(=O)(=O)N2CCCCC2)cc1NC(=S)NC(=O)c1ccco1	0.0	2	-3	0	-9	1	-2
COc1ccc(CCC(=O)OCC(=O)NC2CCCC2)cc1OC	0.0	-11	·	-2	3	7	11
C[C@@H]1CCCCO[C@@H](CN(C)S(C)(=O)=O)[C@H](C)CN([C@@H](C)CO)C(=O)c2cc(NC(=O)Nc3ccccc3)ccc2O1	-0.2	-6	3	-4	·	2	·
COC(=O)[C@H](Cc1ccccc1)NC(=O)[C@@H]1C[C@H]1[C@@H](NC(=O)OCc1ccccc1)c1ccccc1	1.0	3	·	-5	3	1	4
C[C@H]1CN([C@@H](C)CO)S(=O)(=O)c2ccc(-c3cccc(F)c3)cc2O[C@@H]1CN(C)C(=O)Nc1cc(F)ccc1F	-0.2	0	19*	5	-50	4	-9
O=C(CSc1ccccc1F)NC(=O)c1ccc(Cl)cc1	-0.1	-2	-3	4	-2	-8	-6
Clc1ccccc1/C=C/c1ccnc2ccccc12	0.3	-7	-2	3	24	-2	-1
O=C(COC(=O)c1cccc(-n2cnnn2)c1)c1ccc(Br)cc1	·	1	5	2	-1	-5	19
Cc1nc(C)n(CC(O)COc2ccc3c(c2)CCC3)n1 (configuration not stated)	·	3	-2	5	18	-5	9
O=C(O)c1ccccc1-c1c2cc(I)c(=O)c(I)c-2oc2c(I)c(O)c(I)cc12	1.4&3.7	+	29*	-4&5	-12&3	6&5	?
CC1CCCN(C(=O)COC(=O)COc2ccc(Cl)cc2)C1 (configuration not stated)	0.1	0	·	·	·	-4	3
CCCC(=O)Nc1ccc2c(c1)C(=O)N(C)[C@@H]1CC[C@H](CC(=O)Nc3ccccc3)O[C@H]1CO2	-0.1	-3	-2	-1	3	1	13
Nc1c(N(CCO)C(=O)c2ccccc2OCc2ccccc2Cl)c(=O)[nH]c(=O)n1Cc1ccccc1	-0.3	2	-7	3	8	-4	13
COc1cc(Nc2cccc[n+]2C)cc(OC)c1OC	0.2	-4	-3	3	-2	-1	2

Of the compounds above, 5 have two or more sulfur atoms.
SMILES	E-selectin induc	S100A4 inh HTS	SIRT5 block	PglD DTNB	Statin myotox sup	ERp5 inh	DENV2 CPE
COc1cc(C(=O)NC(=S)Nc2nccs2)cc(OC)c1OC	·	5	3	·	·	7	·
Cc1sc2nc(CSC(C)C(=O)Nc3ccc(C(N)=O)cc3)[nH]c(=O)c2c1C (configuration not stated)	·	-4	0	2	5	-8	9
CCOc1ccc2[nH]c(=S)sc2c1	-0.1	-1	·	-6	-5	1	-9
CC(Cc1cccs1)NC(=S)Nc1ccccc1 (configuration not stated)	·	3	-2	-1	3	-5	·
Cc1ccc(S(=O)(=O)N2CCCCC2)cc1NC(=S)NC(=O)c1ccco1	0.0	2	-3	0	-9	1	-2

Later entries
SMILES	E-selectin induc	S100A4 inh HTS	SIRT5 block	PglD DTNB	Statin myotox sup	ERp5 inh	DENV2 CPE
COc1cc2c(c(OC)c1OC)-c1ccc(NCc3ccccc3)c(=O)cc1C(NC(C)=O)CC2 (configuration not stated)	2.1	-11	5	-6	·	-1	?
C=CCOc1ccccc1CN1CCC(C(=O)Nc2cccc(-c3ccn[nH]3)c2)CC1	·	2	-4	4	0	-2	3
CCOC(=O)c1cc(S(=O)(=O)Nc2cccc(OC)c2)cn1C	·	0	-2	-1	2	2	-14
COC(=O)c1c(NC(=O)c2ccccc2F)sc2c1C(C(=O)OC)CC2 (configuration not stated)	·	-5	-3	3	6	3	6
CC1=C(C(=O)Nc2cccc(C(=O)NC(C)C)c2)SCCO1	1.7	-9	-6	-4	-3	6	-4
CSc1ccc(/C=C/C(=O)N2CCN(c3ccccn3)CC2)cc1	-0.3	-8	0	2	·	3	-11
CC(C)Oc1ccc(S(=O)(=O)N2CCOCC2)cc1NC(=O)Cc1ccsc1	0.1	-8	-1	6	-7	-5	42*
Cc1cc(C(=O)Nc2cccc3c2O[C@@H](CN(C)Cc2ccc4c(c2)OCO4)[C@H](C)CN([C@H](C)CO)C3=O)n(C)n1	-14	-1	0	1	11	1	-5
COc1ccc(NC(=O)Nc2ccc3c(c2)C(=O)N([C@H](C)CO)C[C@H](C)[C@H](CN(C)C(=O)NC(C)C)OCCCC[C@H](C)O3)cc1	·	11	-5	-2	·	-11	33*
OC[C@H]1[C@@H](c2ccc(-c3cccc(F)c3)cc2)[C@H]2CN(Cc3cncnc3)CCCCN21	0.3	-4	-1	-2	-8	-2	?
COc1ccc(-c2[nH]ncc2CN2CCC(N3CCSCC3)CC2)c(F)c1	·	1	-4	6	2	1	6
Cc1ccc(Cl)cc1NC(=O)C1CCN(S(C)(=O)=O)CC1	·	0	-3	·	·	-1	5
CCCCN(C(=O)c1ccc(OC(F)(F)F)cc1)c1c(N)n(CCC)c(=O)[nH]c1=O	0.9	1	-3	·	·	-1	4
O=C(CSc1nncs1)NC(=O)NCc1ccccc1	·	-4	-4	6	-7	1	3
Cc1ccc(NC(=O)c2ccc(NC(=O)C3CCCCC3C(=O)O)cc2)cc1 (configuration not stated)	0.2	-14	-3	0	5	4	-2
COc1cccc(NC(=O)C2CCCN(S(=O)(=O)c3cccc4cccnc34)C2)c1 (configuration not stated)	·	1	·	0	9	-5	4
O=C(C[C@@H]1CC[C@H]2[C@@H](COC[C@H](O)CN2Cc2nccs2)O1)NCc1ccc(-c2ccccc2)cc1	-0.1	4	-3	0	12	0	-12
Cc1nc2c(C(=O)N3CCOCC3)cnn2c(C)c1Cc1cccc(Cl)c1	·	-3	-5	·	·	-1	5
O=C(CC1C(=O)N(Cc2ccccc2)C(=S)N1CCN1CCOCC1)Nc1ccc(F)cc1 (configuration not stated)	·	-6	-3	0	·	9	-2
Cc1nc(SCC(=O)c2cc3ccccc3oc2=O)c(C#N)c(-c2cccs2)c1C(=O)Nc1ccccc1	-2.6	-4	-5	·	·	0	-2
CCOc1ccccc1/C=N/OCC(=O)NCc1ccc(F)cc1	0.7	2	-2	·	·	2	-2
CCC1CCc2sc(C(=O)N3CCCN(C)CC3)cc2C1 (configuration not stated)	0.1	1	-1	-7	-6	-2	-6
CN1CCC(OC(=O)c2ccc(Cl)cc2Cl)CC1	0.4	-6	-9	3	4	1	11
C[C@@H]1CN([C@H](C)CO)C(=O)Cc2cc(NC(=O)Cc3ccccc3)ccc2O[C@H]1CN(C)Cc1ccccc1	-0.3	8	-1	-1	23	2	-2
Cc1ccc(C(=O)N2c3ccccc3N(Cc3ccccc3)C(=O)C2(C)C)cc1	·	1	1	·	-6	-1	8
N#C[C@@H]1[C@H](c2ccc(C3=CCCCC3)cc2)[C@H](CO)N1C(=O)c1cccc(F)c1	-0.8	-13	3	-7	-9	2	-2
CC1CCN(C(=O)C2CCN(C(=O)c3ccc(C(C)(C)C)cc3)CC2)CC1	·	-2	5	1	-19	3	2
CC(C)C(=O)NCCc1nc(-c2ccccc2Cl)no1	13	-3	·	0	4	6	·
O=C(c1ccncc1)N1CCCCN2[C@H](CO)[C@H](c3ccc(C#Cc4ccccn4)cc3)[C@@H]2C1	0.6	8	3	-1	·	-5	10
CCCN1C[C@@H](C)[C@@H](OC)CN(C)C(=O)c2ccc(NC(=O)c3cccc(F)c3)cc2OC[C@@H]1C	-0.2	2	9	-3	-5	-1	1
O=C(CCc1c[nH]c2ccccc12)N1CCCCCCC1	·	0	-4	7	3	-6	-1
C[C@H]1CN([C@@H](C)CO)S(=O)(=O)c2ccc(C#Cc3cccnc3)cc2O[C@@H]1CN(C)C(=O)CN(C)C	-0.1	18	4	2	-2	-8	?
CN(c1ccccc1)c1nc(N)c([N+](=O)[O-])c(N2CCCCCC2)n1	-0.1	1	-2	1	·	-1	-6

Screening results: PubChem BioAssay, Broad Institute
